# Compound activity from PubChem BioAssay.
# FXIIa inh: inhibitors of human coagulation factor XIIa | purified FXIIa, Boc-QGR-AMC fluorogenic substrate, 2 h | inhibition, % at 5 µM | 220,000 tested, 0.3% active | P00748; in the data active = inhibition above about 40%;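 note: 0% = enzyme with no compound and 100% = blank without enzyme; many of its hits are not listed in these tables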
# hK5 inh: inhibitors of human kallikrein 5. inhibition, % at 5 µM. AID 873. recombinant hK5, fluorogenic AMC substrate cleavage. 210,000 tested, 0.59% active;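 active = inhibition of 40% or more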;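 note: 0% = enzyme controls without compound and 100% = no-enzyme blanks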
# Cl transport mod: KCC2 (human) Cl- transport modulation. Q9H2X9. KCC2 cells, thallium flux FluoZin-2 fluorescence. B-score of Tl+ flux slope (higher = more flux/activation; lower = inhibition) at 10 µM. 190,000 tested, 2.2% active;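 active = thallium flux slope and its plate-corrected score both differing from the plate sample mean at a set confidence after two filtering rounds, in either direction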;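 note: slope of fluorescence scaled to starting intensity during 10 to 20 s after thallium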
# Target sequence (Q9H2X9 whole entry, looked up): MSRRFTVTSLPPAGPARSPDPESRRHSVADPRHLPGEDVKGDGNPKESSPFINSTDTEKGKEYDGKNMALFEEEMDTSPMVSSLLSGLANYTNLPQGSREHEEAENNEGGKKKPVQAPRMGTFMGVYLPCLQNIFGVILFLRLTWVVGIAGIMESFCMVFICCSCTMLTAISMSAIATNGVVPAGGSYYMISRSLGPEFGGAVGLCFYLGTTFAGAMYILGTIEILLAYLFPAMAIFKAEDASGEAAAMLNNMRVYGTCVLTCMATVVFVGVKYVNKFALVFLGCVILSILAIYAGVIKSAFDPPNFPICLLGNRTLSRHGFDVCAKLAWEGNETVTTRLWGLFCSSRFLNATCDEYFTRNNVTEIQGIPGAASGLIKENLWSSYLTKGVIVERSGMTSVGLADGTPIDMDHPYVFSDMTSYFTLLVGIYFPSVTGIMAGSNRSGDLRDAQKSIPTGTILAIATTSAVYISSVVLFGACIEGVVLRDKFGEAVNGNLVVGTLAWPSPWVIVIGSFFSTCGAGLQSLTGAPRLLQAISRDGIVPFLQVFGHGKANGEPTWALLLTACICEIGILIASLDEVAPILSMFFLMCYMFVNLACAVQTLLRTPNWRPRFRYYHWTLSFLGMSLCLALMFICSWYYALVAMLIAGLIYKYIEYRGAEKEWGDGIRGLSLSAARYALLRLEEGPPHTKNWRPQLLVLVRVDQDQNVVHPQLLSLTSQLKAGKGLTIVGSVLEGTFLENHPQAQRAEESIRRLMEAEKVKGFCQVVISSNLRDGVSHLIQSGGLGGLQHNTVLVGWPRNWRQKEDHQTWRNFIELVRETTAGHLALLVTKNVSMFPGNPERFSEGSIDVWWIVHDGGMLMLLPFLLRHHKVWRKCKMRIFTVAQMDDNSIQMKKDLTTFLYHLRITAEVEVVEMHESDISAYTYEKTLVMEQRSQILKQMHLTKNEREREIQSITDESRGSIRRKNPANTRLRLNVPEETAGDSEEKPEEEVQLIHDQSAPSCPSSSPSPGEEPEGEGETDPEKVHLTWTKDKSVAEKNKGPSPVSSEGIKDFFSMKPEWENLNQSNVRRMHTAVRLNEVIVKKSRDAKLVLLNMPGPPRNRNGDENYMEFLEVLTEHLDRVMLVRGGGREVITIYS
# TNF necrop inh: TNF-alpha cell death inhibition in Jurkat FADD-/- cells; Jurkat FADD-/- TNF necroptosis rescue, ATP luminescence, 24 h; 0 = TNF only, 100 = no-TNF cells; 220,000 tested, 0.068% active; activation (protection from cell death), % at 10 µM;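 active = activation, meaning protection from cell death, of at least 50% relative to plate controls; inactive = activation below 50%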;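 note: necroptosis triggered by 40 ng/mL TNF-alpha added together with compound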
# Rad51 HR inh: blocks human Rad51 in homologous recombination. Q06609. 200,000 tested, 0.085% active. hRad51 DNA strand exchange, fluorescence dequenching. AID 1385. inhibition, % at 10 µM;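 active = inhibition above 40% at the single screening dose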;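 note: 0% = DMSO control wells and 100% = blanks with heterologous ssDNA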
#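 material = hRad51 filaments on single-stranded DNA | timing = filaments 15 min 37 °C, then compound 30 min | signal = FRET fluorescence dequenching, excitation 485 nm, emission 520 nm | benchmarks = control wells and blank wells on each plate | evaluation = percent inhibition relative to plate controls and blanks | compound = 10 µM final, single point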
# Thrombin inh: thrombin (human) inhibition; P00734; alpha-thrombin, Boc-VPR-AMC fluorogenic substrate cleavage; inhibition, % at 5 µM; 220,000 tested, 0.26% active; AID 1046;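 active = inhibition at or above 40%; inactive = inhibition below 40%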;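 note: 0% = enzyme with no compound and 100% = wells without enzyme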
#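 System – human alpha-thrombin · Medium – pH 7.5 Tris (50 mM) with NaCl 150 mM, Tween 20 0.05% · Compound – single-point dosing at 5 µM, 0.2% DMSO · Incubation – enzyme reaction carried out at room temperature · Technique – fluorescence of released AMC, ex 355 nm, em 460 nm · Read-out basis – % inhibition of thrombin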
# Hck-Nef inh: blocks Nef-activated human Hck kinase | P08631 | inhibition, % at 20 µM | 220,000 tested, 0.68% active | Recombinant Hck-YEEI plus Nef, Z-Lyte FRET kinase assay;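 active = Hck-Nef kinase inhibition above about 50%, limit read from the data; inactive = inhibition below that limit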;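 note: 0% = DMSO with Hck plus Nef and 100% = Hck alone without Nef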
# FXIa inh: inhibitors of human coagulation factor XIa; inhibition, % at 5 µM; purified FXIa, Boc-Glu-Ala-Arg-AMC fluorogenic substrate; AID 798; 220,000 tested, 0.14% active;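 active = inhibition of at least 40%; inactive = inhibition below 40%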;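 note: fluorescence of freed AMC excited at 355 nm; 0% = enzyme without compound and 100% = no enzyme blank; many of its hits are not listed in these tables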
# zVAD death inh: L929 zVAD cell death inhibition; L929 zVAD necroptosis rescue, ATP luminescence, 24 h; with zVAD 60 µM; viability rescue, % at 10 µM; 220,000 tested, 0.38% active; AID 1377;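 active = activation, scaled between plate controls, above about 75%, limit read from the data; inactive = activation under that limit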;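 note: 0% = zVAD with DMSO and 100% = DMSO alone without zVAD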
# An asterisk follows results filed as active; x = no result given. An excerpt; rates above refer to the full screens.
SMILES,FXIIa inh,hK5 inh,Cl transport mod,TNF necrop inh,Rad51 HR inh,Thrombin inh,Hck-Nef inh,FXIa inh,zVAD death inh
O=C1CC(Nc2ccc(N3CCOCC3)cc2)C(=O)N1c1ccccc1 (stereo unspecified),7,-7,x,2.2,3,-4,2,-1,1.2
O=C(N1CCOCC1)n1cnc2ccccc21,14,-14,-0.29,-1.4,-2,1,-10,5,0.4
COC(=O)c1ccc2c(=O)n(CC3CCCO3)c(SCC(=O)Nc3ccccc3OC)nc2c1 (stereo unspecified),17,-9,-0.18,1.7,-6,5,2,6,0.0
COc1cccc(N(C(=O)Cn2nnc(-c3ccc(C)o3)n2)C(C(=O)NC(C)(C)C)c2cccs2)c1 (stereo unspecified),9,1,0.6,-2.6,9,1,9,2,0.1
Cc1cc(C(=O)COc2cccnc2[N+](=O)[O-])c(C)n1Cc1ccco1,10,2,-0.72,-0.9,12,-7,31,1,0.3
CCOc1ccc(C(=O)NCC(c2cccs2)N(C)C)cc1OCC (stereo unspecified),9,-6,-1,1.6,-7,-5,1,3,0.8
O=C(CCN1CCOCC1)Nc1c(-c2ccccc2)c2cc(Br)ccc2[nH]c1=O,7,-3,0.49,-1.3,-1,-1,0,0,-0.2
Cc1ccc(SCC(=O)NC(=O)NCc2ccco2)c(C)c1,9,1,0.32,-0.7,-10,0,2,-3,-0.6
CC(O)CNc1nc2c(c(=O)n(Cc3ccc(Cl)c(Cl)c3)c(=O)n2C)n1C (stereo unspecified),6,2,-0.53,0.7,8,-2,13,0,0.0
O=S(=O)(NCCN1CCOCC1)c1ccc2c(c1)OCCO2,8,17,-0.25,1.3,1,-11,24,8,1.4
CC(=O)O[C@H]1CC[C@]2(C)[C@H]3CC=C4[C@@H]5[C@@H](C)[C@H](C)CC[C@]5(C(=O)O)CC[C@@]4(C)[C@]3(C)CC[C@H]2C1(C)C,6,-1,1.7,1.6,8,-8,25,-3,0.0
CCCC(C(=O)NC1CCCCC1)N(Cc1ccco1)C(=O)CNS(=O)(=O)c1ccccc1 (stereo unspecified),6,-7,x,-0.3,3,-2,-2,-4,0.0
NNC(=O)Cn1c(SCc2ccccc2)nc2ccccc21,-6,-8,-3.3*,0.6,2,-2,-2,-8,0.5
O=C(/C=C/c1ccccc1Cl)c1cccnc1,5,-23,-0.37,-15,8,-3,0,-1,0.7
CCc1cccc(NC(=O)CN(C)S(=O)(=O)c2cccc3cccnc23)c1,11,4,-1.4,-2.2,x,4,24,3,-0.2
Cn1cccc/c1=N\c1cccc[n+]1C,6,4,1.2,-4.3,18,-1,10,3,0.0
Oc1cccc(NC(=S)Nc2ccc(SC(F)F)cc2)c1,7,-25,-1,0.9,-12,-3,4,4,2.2
CCOC(=O)N1CCN(C(=O)CSc2nnc(-c3cc(OC)cc(OC)c3)o2)CC1,3,-2,x,0.7,x,-3,-1,0,-0.1
O=C(O)c1ccc(C2SCC(=O)N2Cc2ccco2)cc1 (stereo unspecified),1,-5,0.57,-0.2,x,-6,15,-4,1.6
CCOC(=O)c1c(NC(=O)C2CC=CCC2C(=O)O)sc(C)c1CC (stereo unspecified),5,-6,-2,-0.2,3,-4,-3,-8,-0.4
O=C(NCc1ccccc1)C1=C[C@H](C2CCCCC2)C[C@H](OCc2ccc(CO)cc2)O1,2,-3,-0.016,2.8,-9,-5,-17,-2,-0.7
COc1ccc(OC)c(NC(=O)C2CC(C)=C(C)CC2C(=O)O)c1 (stereo unspecified),-1,-4,-0.78,-3.3,3,-7,4,-10,-0.1
COc1cccc2sc(N(C)c3ccccc3)nc12,26,-7,-1.7,-3.1,2,-3,0,15,-0.1
Cn1c(=O)cc(N2CCN(C(=O)c3ccco3)CC2)[nH]c1=O,8,-1,-0.15,0.0,3,8,6,3,0.3
Cc1ccc(C(c2nnnn2Cc2cccs2)N2CCN(Cc3ccc4c(c3)OCO4)CC2)cc1 (stereo unspecified),9,-22,0.25,0.3,2,1,0,8,-0.5
# Remaining list, next part
SMILES,FXIIa inh,hK5 inh,Cl transport mod,TNF necrop inh,Rad51 HR inh,Thrombin inh,Hck-Nef inh,FXIa inh,zVAD death inh
CCN(CC)c1ccc(C=C2C(=O)OC(c3ccccc3)OC2=O)cc1 (stereo unspecified),13,1,-0.36,-0.5,-79,10,14,1,2.0
O=C(Nc1nnc(COc2ccccc2)s1)c1ccco1,15,-25,-0.65,-1.1,-4,2,-1,3,-0.1
COc1ccc2nc(NC(=O)Cn3cnc4c(=O)n(C)c(=O)n(C)c43)sc2c1,9,-20,0.13,1.5,-2,4,-7,1,1.3
N#Cc1cc2c(=O)n3ccccc3nc2n(CCCn2ccnc2)c1=N,-11,-20,0.19,-4.7,-7,0,55*,-10,0.8
CN1CCN(/N=C/c2ccc(-c3ccccc3)cc2)CC1,2,-3,-0.18,6.4,-4,-5,18,0,-0.3
O=C(c1cccc(COc2ccc(Cl)cc2Cl)c1)N1CCN(c2ccccn2)CC1,-2,-6,-1.4,-2.0,4,-6,9,-6,0.6
O=C(O)c1ccc(NC(CSCc2cccc(F)c2)C(=O)O)c([N+](=O)[O-])c1 (stereo unspecified),4,-7,x,0.3,4,-3,-1,-2,0.0
Cc1ccc(N2C(=O)[C@@H]3C(c4cccnc4)=NO[C@@H]3C2=O)c(C)c1,2,2,0.074,2.1,10,-2,18,-1,0.3
CC(NC(=O)c1cc(-c2ccc(Br)cc2)on1)c1ccccc1 (stereo unspecified),-6,6,x,0.3,5,-18,0,6,0.4
O=C(c1ccc(S(=O)(=O)N2CCOCC2)cc1)N(c1ccc(F)cc1)C1C=CS(=O)(=O)C1 (stereo unspecified),15,31,0.32,-1.0,5,-1,0,20,0.1
CN(CC(=O)NCCN1CCN(Cc2ccccc2)CC1)S(=O)(=O)c1cccc2nsnc12,17,-20,x,-0.4,0,1,1,6,2.5
COc1ccc(N(CC(=O)Nc2cc(Cl)ccc2OC)S(=O)(=O)c2c(C)noc2C)cc1,-8,3,x,-7.5,-9,0,1,-2,-0.8
COc1ccc(OC)c(NC(=O)CN2CCN(C(=O)c3ccco3)CC2)c1,18,5,1.3,2.0,-8,6,9,18,1.3
COc1cc(/C=C/C(=O)O)cc(S(=O)(=O)N(CC(C)C)CC(C)C)c1OC,-1,-3,-2.7,1.0,3,-6,29,1,0.2
Cc1cc(NC(=O)C2CCCC2)nc2c1c(=O)oc1ccccc12,-2,-5,x,-0.6,x,-6,-1,-5,0.6
Cc1cccc(NC(=O)c2ccc(-c3ccccc3[N+](=O)[O-])o2)c1,1,0,-1.5,3.7,-4,-8,21,-3,48
CC(=O)c1cccc(NC(=O)CSC(=O)c2ccccc2)c1,13,-2,0.055,0.6,-8,-4,2,2,0.2
CC(=O)Nc1ccc(Nc2cc(-c3ccccc3)nc3ncnn23)cc1,14,6,-0.64,-1.7,3,3,27,0,6.5
Cc1nc(Nc2ccc(Cl)c(Cl)c2)sc1C(=O)Nc1ccccc1,-5,-16,0.4,3.3,3,-6,1,-11,2.6
CCc1cccc(C)c1NC(=O)CNCc1ccccc1,6,2,-0.25,3.2,6,8,0,3,1.1
COC(=O)c1ccccc1NC(=O)C1CCCO1 (stereo unspecified),8,-11,0.26,-1.5,25,2,-12,5,-0.8
CN(C)CCCN(C(=O)c1ccc(S(=O)(=O)N(C)C)cc1)c1nc2ccc(F)cc2s1,8,-1,x,3.1,x,-4,9,-4,0.2
OC(COCc1cccs1)CN1CCN(c2ccccn2)CC1 (stereo unspecified),15,-22,-0.23,0.8,2,1,-1,3,-0.3
Cc1ccc(/C=C2\SC(=S)N(CCC(=O)NNS(=O)(=O)c3ccc(C)cc3)C2=O)cc1,10,-11,-0.72,1.3,-5,-2,6,9,0.9
Cc1ccccc1C1CCCN(C(=O)c2cc(COc3c(F)cccc3F)on2)C1 (stereo unspecified),12,5,-3.9,1.9,-1,-2,29,0,-0.1

# Arranged by molecular weight (high to low): some entries from above
SMILES,FXIIa inh,hK5 inh,Cl transport mod,TNF necrop inh,Rad51 HR inh,Thrombin inh,Hck-Nef inh,FXIa inh,zVAD death inh
COc1cccc(N(C(=O)Cn2nnc(-c3ccc(C)o3)n2)C(C(=O)NC(C)(C)C)c2cccs2)c1 (stereo unspecified),9,1,0.6,-2.6,9,1,9,2,0.1
Cc1ccc(/C=C2\SC(=S)N(CCC(=O)NNS(=O)(=O)c3ccc(C)cc3)C2=O)cc1,10,-11,-0.72,1.3,-5,-2,6,9,0.9
N#Cc1cc2c(=O)n3ccccc3nc2n(CCCn2ccnc2)c1=N,-11,-20,0.19,-4.7,-7,0,55*,-10,0.8
NNC(=O)Cn1c(SCc2ccccc2)nc2ccccc21,-6,-8,-3.3*,0.6,2,-2,-2,-8,0.5
O=C(/C=C/c1ccccc1Cl)c1cccnc1,5,-23,-0.37,-15,8,-3,0,-1,0.7

# The list continues.
SMILES,FXIIa inh,hK5 inh,Cl transport mod,TNF necrop inh,Rad51 HR inh,Thrombin inh,Hck-Nef inh,FXIa inh,zVAD death inh
O=C(NC1CC1)C1=C[C@H](c2ccc(Br)cc2)C[C@H](OCc2ccc(CO)cc2)O1,5,-1,0.32,0.4,-4,-3,25,-3,-0.2
O=C1CC(C(=O)Nc2ccc(F)c(Cl)c2)N=C(N2CCCCC2)N1 (stereo unspecified),13,-3,x,0.3,0,5,-19,0,1.2
Cc1ccc(NC(=O)CSc2nc(N)c3cc4c(nc3n2)CCCC4)cc1,8,-9,0.6,-3.5,-12,-5,3,-1,-0.4
COCCCNC(=O)c1cc(Sc2ccc(F)cc2)nc2ccccc12,-1,-9,0.37,1.3,-2,-7,2,-8,2.6
COc1ccc(CN(C)C(C)C(=O)Nc2ccc([N+](=O)[O-])cc2Cl)cc1OC (stereo unspecified),10,-8,-0.031,4.8,-8,-5,2,4,0.2
O=C(O)CCC(=O)Nc1cccc(C(=O)c2ccccc2)c1,13,3,1.1,-1.3,x,1,-10,4,0.0
Nc1cccc2c1C(=O)N(C(=O)c1ccc(S(=O)(=O)N3CCCCCC3)cc1)C2=O,26,-5,-0.49,-1.0,3,2,1,9,0.2
Cc1cccc(NS(=O)(=O)c2ccc3c(c2)OCCO3)c1,4,4,x,8.6,-5,-6,2,0,1.0
C(=N\N1CCN(Cc2ccccc2)CC1)/c1cccs1,11,-2,x,-2.7,2,-2,1,-4,-0.3
CC1(C)CC(=O)N(CC(=O)NCc2ccc(F)cc2)c2ccccc2S1(=O)=O,2,-7,x,0.2,-11,1,2,5,0.5
CNc1ccc(Cl)cc1C(N)=O,0,-3,x,0.3,12,-8,20,2,0.0
O=C(Nc1ccc(S(=O)(=O)N2CCC(C(=O)NC3CCCCC3)CC2)cc1)c1ccco1,-13,-1,0.72,13,4,-19,0,-9,0.7
O=C(O)CSc1nc(-c2ccccc2)nc2c1oc1ccccc12,23,-18,0.81,1.7,11,-12,5,2,-0.6
COCCOc1cc(Nc2nnc(C(F)(F)F)s2)c(Cl)cc1Cl,-18,-23,2,1.6,-5,-9,0,-6,-0.3
O=C(CN1CCOc2ccccc21)N1CCN(c2cccc(Cl)c2)CC1,x,x,-0.52,-1.0,5,x,0,x,0.0
COC(=O)C1=C(C)NC(=S)NC1c1ccc(OC(=O)c2ccco2)cc1 (stereo unspecified),12,4,-1.2,-0.5,2,-5,22,3,-0.1
CCN(CC)c1ccc(NC(=O)c2cnc3ccccn3c2=O)c(C)c1,-3,-5,-0.4,-3.9,3,-1,2,6,4.3
